ATXN2 expr inh = inhibitors of ATXN2 expression; HEK-293 ATXN2-luciferase reporter, luminescence, 24 h; Potency, µM (highest dose often 57 µM), for inactives: top-dose activity change, negative = inhibition, usual class: inhibitors; hit rate 0.72% among 360,000; AID 1745845; further: potency means the concentration at half of the fitted maximal effect; on the % scale 0 is the no-effect control and ±100 the full control effect; nearly all actives have a fitted effect of over 55% in size
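qHTS (up to 57 uM final) was run with 24 h compound exposure of reporter cells at 37 °C. Each well was multiplexed: SteadyGlo luminescence measured ATXN2-luciferase expression after a fluorogenic Gly-Phe-AFC viability readout (25 uM final).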
MCF10A rerep = DNA re-replication induction in MCF 10a cells. Potency, µM (top dose mostly 46.1 µM), for the others: top-dose activity, positive = re-replication, most hits filed as activators. MCF 10A DNA re-replication, Hoechst nuclear intensity, 48 h. hit rate 2.9% among 350,000; further: potency means the concentration at half of the fitted maximal effect; % of control where 0% means no effect; nearly all actives have a fitted effect of over 50% in size
KB-V1 cytotox = KB-V1 MDR subline cytotoxicity; KB-V1 MDR cells viability, CellTiter-Glo, 72 h; Potency, µM (top dose mostly 46.1 µM), for the others: top-dose activity change, negative = cytotoxicity, hits mostly cytotoxic; hit rate 3.4% among 400,000; further: potency means the concentration at half of the fitted maximal effect; on the % scale 0 is the no-effect control and ±100 the full control effect; nearly all actives have a fitted effect of over 60% in size
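Luminescent ATP read-out (CellTiter-Glo, 10 min) measures survival of drug-selected KB-V1 MDR cells after 72 h, 37 degrees C compound exposure. Medium: phenol-red-free DMEM, 10% FBS. Values from fitted concentration-response curves.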
IL1B secr inh = blocks inflammasome-driven IL-1 beta release; THP-1 LPS/ATP IL-1B secretion, AlphaLISA, 16 h; stronger effect = lower value; activity change, % at 57.5 µM; hit rate 4.7% among 360,000; in the data active means activity change below about -50%; inconclusive means mostly about -30% to -49%; further: on the % scale 0 is the no-effect control and ±100 the full control effect
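Secreted IL-1B measured by AlphaLISA bead assay after 16 h compound exposure of THP-1 cells; compounds (final up to 57.5 uM) added 1 h before LPS (250 ng/mL) and ATP (1.25 mM) stimulation; lower signal means less secretion.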
HT1080NT lethal = kills 2HG-producing HT-1080-NT fibrosarcoma cells. hit rate 1.6% among 360,000. HT-1080-NT fibrosarcoma viability, CellTiter-Glo ATP luminescence, 48 h. Potency, µM (doses to about 46.1 µM), inactives show top-dose activity, negative = less viability, most hits filed as cytotoxic. AID 686970;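 further: NT is the 2HG producing partner of a matched IDH1 knockdown line; potency means the concentration at half of the fitted maximal effect; 0% = DMSO-treated cells and -100% = media-only wells without cells; nearly all actives have a fitted effect of over 55% in size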
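Read-out is CellTiter-Glo luminescence after 10 minutes at room temperature, following 48 hours' compound treatment of HT-1080-NT cells (750 cells/well, RPMI, 5% FBS, 37 degrees C).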
KB-3-1 cytotox = KB-3-1 parental cell cytotoxicity; KB-3-1 viability, CellTiter-Glo ATP luminescence, 72 h; AID 1347075; Potency, µM (doses to about 46.1 µM), without a hit: at the highest dose activity change, negative = cytotoxic, actives largely listed as cytotoxic; hit rate 1.4% among 400,000; further: potency means the concentration at half of the fitted maximal effect; on the % scale 0 is the no-effect control and ±100 the full control effect; nearly all actives have a fitted effect of over 60% in size
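Cytotoxicity measured as CellTiter-Glo luminescence after 72 h at 37 C. Compound titrations were pinned onto drug-naive KB-3-1 parental adenocarcinoma cells grown in DMEM with 10% FBS, and normalized data fitted to concentration-response curves.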
HT1080 IDH1KD tx = HT-1080 IDH1 knockdown cell toxicity (counter line) | Potency, µM (doses to about 46.1 µM), without a hit: at the highest dose activity, negative = toxicity, hits mostly cytotoxic | hit rate 2% among 360,000 | HT-1080 IDH1 knockdown viability, ATP luminescence, 48 h;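 further: potency means the concentration at half of the fitted maximal effect; 0% = DMSO wells and -100% = cell-free medium wells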
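Luminescent ATP read-out (CellTiter-Glo, 10 min at room temperature) after 48 h compound exposure at 37 °C gave viability of IDH1-knockdown HT-1080 cells. Activity was normalised to DMSO and cell-free wells, then fitted as concentration-response curves.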
SW480 rereplic = DNA re-replication induction in SW480 cells. SW480 DNA re-replication, Hoechst DNA content imaging, 48 h. Potency, µM (highest dose often 46.1 µM), for the others: at the highest dose re-replication activation, usual class: activators. hit rate 1.8% among 340,000; further: potency means the concentration at half of the fitted maximal effect; % of control where 0% means no effect; nearly all actives have a fitted effect of over 55% in size
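Treated cells incubate 48 hr (37 C, 5% CO2), are stained 40 min with Hoechst, and nuclear fluorescence is enumerated; a rise in nuclei with high DNA signal marks re-replication.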
ATXN viability = reduces viability in counter-screen for ATXN expression inhibitors; S2 cells (HEK-293 line with an ATXN2-luciferase reporter) viability, CellTiter-Fluor protease fluorescence, 24 h; Potency, µM (titrated, usually from 56.7 µM), hits mostly cytotoxic; hit rate 0.49% among 400,000; further: potency means the concentration at half of the fitted maximal effect; nearly all actives have a fitted effect of over 40% in size
* hit, by the source's call; i = inactive; u = inconclusive; x = not tested or not shown; & = joins results of further samples; [ ] = remark or other dose. Unless noted, the call rests on the fitted dose curve; in most records, active means well fitted curve in the direction sought with a large enough effect; inconclusive means small, poorly fitted or top-dose-only effect, or another doubt; inactive means no such curve, though single readings can be large; an effect the other way counts as inactive or inconclusive.

SMILES	ATXN2 expr inh	MCF10A rerep	KB-V1 cytotox	IL1B secr inh	HT1080NT lethal	KB-3-1 cytotox	HT1080 IDH1KD tx	SW480 rereplic	ATXN viability
COc1ccccc1/C=C/C=N/NC(=O)CN1CCN(S(=O)(=O)c2ccc(C)cc2)CC1	-27%	-2%	17%	u	-1%	-14%	-20%	-28%	u
O=C(NCc1cccnc1)c1ccc(=O)oc1	x	5%	7%	14	17%	-6%	9%	-15%	x
COC(=O)C[C@H]1C[C@H]2c3cc(NC(=O)NC4CCCC4)ccc3O[C@H]2[C@@H](CO)O1	4%	x	32%	3	6%	9%	16%	x	i
CCOc1cc(Cl)c(S(=O)(=O)NCCCN2CCOCC2)cc1Cl	-10%	u	-16%	-12	0%	-8%	2%	-7%	i
CCC(C)[C@H]1CNC(=O)C(=O)N1CC(C)(C)C (some centres not stated)	5%	x	-3%	5	u	2%	19%	x	i
O=C1Cc2cc(S(=O)(=O)N3CCN(c4cccc(Cl)c4)CC3)ccc2N1	-4%&0%	21%	15%&-15%	-14	-4%	-8%&16%	1%	17%	i
CCc1ccc(CN(C)C(=O)c2cc(COc3ccc(-n4cncn4)cc3)on2)cc1	-11%	17%	-9%	u	2%	-10%	1%	-43%[inhibitor]	i
COc1ccc(/C=C/C(=O)OCC(=O)c2ccc3c(c2)NC(=O)CO3)c(OC)c1	-19%	4%	-17%	-52*	u	-14%	-15%	u	i
Cc1cc(C)c[n+](-c2nc3ccccc3nc2C(=C=[N-])C#N)c1	-1%&3%	-2%&3%	11%&-8%	2&6	12%&18%	u	8%&18%	u	u
CC(=O)Nc1ccc(S(=O)(=O)NCC(=O)OCC(=O)NCCc2ccccc2)cc1	x	x	-28%	-8	-5%	-5%	0%	x	i
COc1ccc(CCN2CC(C(=O)OCC(=O)N(C)Cc3ccccc3)CC2=O)cc1OC (configuration not stated)	-9%	2%	-15%	36	3%	-1%	-5%	-2%	i
CN(C)S(=O)(=O)c1ccc(C(=O)Nc2ccccc2C(=O)NCCCN2CCOCC2)cc1	-3%	24%	-13%	-14	0%	22%	-2%	7%	i
CCOc1ccc(NC(=O)c2sc3nc4n(c(=O)c3c2C)CCC4)cc1	8%&8%	0%	-15%&3%	-12	9%	3%&-6%	4%	-1%	i
O=C1c2cc(Cl)ccc2-c2c(O)cc(Cl)cc21	u	13µM*	u	-74*	9.2µM*	u	23µM*	u	i
CC(=O)c1cn(CC(=O)Nc2ccccc2F)c2ccccc12	-15%	1%	0%	21	-2%	u	-6%	13%[1.84 µM]	i
Nc1ncnc2c1nc(Br)n2[C@@H]1O[C@@H]2COP(=O)(O)O[C@H]2[C@H]1O	-16%	1%	u	-5	-17%	u	-22%	-2%	i
O=C(c1cc2ccccc2o1)c1nc2c(n1O)CCCCC2	13%	14%	-24%	u	7%	-7%	12%	1%	i
CN(c1ccccc1)S(=O)(=O)c1cccc(NC(=O)COc2cccc([N+](=O)[O-])c2)c1	-7%	1%	18µM*	-12	1%	-1%	0%	-2%	i
COC(=O)c1cccc2nc3c(C(C)O)cccc3nc12 (configuration not stated)	6%	-5%	18%	17	-2%	0%	-2%	-3%	i
COCC1CCCN(C(=O)c2ccc3oc(Cc4ccc(Cl)cc4)nc3c2)C1 (configuration not stated)	-10%	6%	-18%	-10	5%	-22%	-15%	-3%	i
CCCCSc1nc(C)nc2c1c(=O)n(C)c(=O)n2C	11%	1%	0%	8	14%	1%	14%	-4%	i
Cc1ccc(CNc2oc(C)nc2C#N)cc1	-14%	2%	18%	10	17%	-4%	8%	-1%	i
Cc1cc2c(OCC(O)CN3CCCCC3)cccc2[nH]1 (configuration not stated)	-15%	-5%	0%	5	-4%	22%	0%	-2%	i
Cc1ccc(NC(=O)c2nc[nH]c2C(=O)N2CCC(C)CC2)cc1	10%	-35%[inhibitor]	-2%	-19	-1%	2%	17%	u	i
Cc1c(C(=O)C(=O)NCCc2ccc(S(N)(=O)=O)cc2)c2ccccc2n1C	5%	6%	-5%	9	-3%	3%	-2%	18%	i
CCCCOc1ccc(C(=O)N/C(=C\c2cccc([N+](=O)[O-])c2)C(=O)OCc2ccco2)cc1	x	0%	0%	0	0%	1%	5%	2%	i
O=C(c1ccc(Cl)cc1)c1cnc(Nc2ccccc2Cl)s1	36%[activator]	21%	u	u	u	-16%	u	u	i
COc1ccc(N2CCN(C(=S)NC(C)c3ccccc3)CC2)cc1 (configuration not stated)	x	5%	-6%	-12	2%	-11%	-1%	-2%	u
O=C(NCC(=O)N1CCN(S(=O)(=O)c2c(F)cccc2F)CC1)c1ccccc1F	2%	5%	-8%	12	6%	-1%	1%	3%	u
O=c1c2ccsc2ncn1Cc1ccc(Cl)cc1	5%	0%	1%	-2	-12%	12%	-7%	-6%[9.22 µM]	i
O=C(Nc1nc(-c2cccs2)cs1)c1ccc([N+](=O)[O-])o1	-24%	2.9µM*	21µM*	-90*	u	6.5µM*	u	7.3µM*	u
O=C(COC(=O)CCS(=O)(=O)c1ccc(Cl)cc1)NCCc1ccccc1	12%	1%	12%	17	3%	15%	9%	-13%	i
COc1ccc(CNc2nc(-c3ccc(OC)c(OC)c3)cc(C(F)(F)F)n2)cc1	1%	x	u	x	x	-5%	x	x	i
CSc1ccccc1C(=O)NC1CCCN(Cc2ccccc2F)C1 (configuration not stated)	-10%	1%	u	10	9%	9%	-10%	-1%	i
CCOC(=O)CN(c1ccccc1)S(=O)(=O)c1ccc(F)cc1	1%	-2%	-13%	33	10%	21%	21%	-11%	i
O=C(Nc1ccccc1N1CCCCC1)C1CCN(S(=O)(=O)c2ccccc2C(F)(F)F)CC1	-2%	u	u	-11	-3%	-23%	0%	-79%[inhibitor]	i
O=C(O)CSc1nc2sc3c(c2c(=O)n1-c1ccccc1)CCC3	-15%	-3%	9%	41	-3%	0%	-1%	9%	i
CCOc1ccc(CNC(=O)c2ccc(Sc3ccc(Cl)cc3)c(NC(C)=O)c2)cc1	u	u	8.2µM*	u	-22%	u	u	4%	i
N#Cc1c(-c2ccccc2)cc(-c2ccccc2)nc1SCC(=O)NCC(=O)O	36%	2%	26%	-7	12%	-5%	4%	-3%	i
COc1ccc(N(CC(=O)Nc2cccc(C)c2C)S(=O)(=O)c2c(C)n[nH]c2C)cc1	-2%	7%	18µM*	-13	-16%	5%	4%	-2%	u
C[C@]12C=CC(=O)C=C1CC[C@@H]1C2C(O)C[C@@]2(C)C1CC[C@]2(O)C(=O)COC(=O)CCC(=O)NC(CC(=O)O)C(=O)O (some centres not stated)	x	-8%	5%	u	13%	u	16%	-7%	i
COc1cccc(CN=C2Nc3ccccc3CS2)c1	71%[activator]	-7%	-2%	0	18%	-3%	14%	0%	i
CCCCC(=O)Nc1ccc(C(=O)c2ccccc2)cc1	30%	6%	-27%	-60*	4%	-2%	-12%	-6%	i
COc1cccc2cc(-c3nc(Nc4cccc(C)c4)sc3C)c(=O)oc12	3%	x	-19%	x	x	-4%	x	x	i
O=C(O)Cn1nc(-c2ccc(F)cc2)oc1=O	1%	1%	18%	4	16%	0%	8%	-4%	i
N#Cc1ccccc1/C=N/Nc1nc(-c2ccccc2)c2cc(Br)ccc2n1	u	u	-17%	u	7%	2%	1%	1%	u
COCCC(=O)N1CCC(Oc2ccc(C(=O)NCCn3cccn3)cc2)CC1	7%	12%	x	11	7%	x	8%	-2%	i
Cc1ccc(S(=O)(=O)NCc2nc3nc(C)cc(C)n3n2)c(C)c1	12%&10%	-1%	-13%&0%	8	13%	-10%&2%	6%	-13%	i
CCOC(=O)CNC(=O)CN1CCCN(S(=O)(=O)c2ccc(Br)s2)CC1	-7%	19%	7%	-10	-8%	10%	-7%	9%	i
CC(C)C[C@H](NC(=O)c1nc[nH]c1C(=O)N1CCN(C(=O)OC(C)(C)C)CC1)C(=O)OC(C)(C)C	-30%	u	-19%	0	-33%	5.8µM*	-10%	16µM*	i
CCN1CCCC1Cn1cnc2c([nH]c3ccc(C)cc32)c1=O (configuration not stated)	-4%	23%	17%	-58*	2%	1%	5%	-14%	i
Fc1ccc(NC(=S)Nc2ccccc2N2CCOCC2)cc1Cl	12%	-3%	u	-3	-1%	7%	23%	0%	i
O=C1CC(c2ccccc2F)c2cc3c(cc2N1)CCC3 (configuration not stated)	8%	-2%	13µM*	41	1.6µM*	8.2µM*	0.89µM*	-6%	i
Oc1c(C(c2ccccc2F)N2CCC3(CC2)OCCO3)sc2nc(-c3ccco3)nn12 (configuration not stated)	5%	x	-9%	x	x	16%	x	x	i
CC1(C(=O)NS(=O)(=O)c2ccc(Cl)cc2)CCN1C(=O)C1(c2ccc(Cl)cc2)CC1 (configuration not stated)	8%	x	4%	16	1%	0%	0%	x	i
O=C(O)CC1Oc2ccc(Cl)cc2NC1=O (configuration not stated)	10%	0%	18%	37	16%	14%	3%	-6%	i
CCN(CC(=O)NC1CCS(=O)(=O)C1)c1nc(-c2ccccc2)nc2ccccc12 (configuration not stated)	-11%	6%	0%	u	-9%	-7%	-10%	-6%	i

Some values from the list:
KB-3-1 cytotox with CC(C)C[C@H](NC(=O)c1nc[nH]c1C(=O)N1CCN(C(=O)OC(C)(C)C)CC1)C(=O)OC(C)(C)C stands at 5.8µM*
HT1080NT lethal with O=C(O)CC1Oc2ccc(Cl)cc2NC1=O (configuration not stated) stands at 16%

Source: PubChem

Compounds as they come, and some 11% of all compounds hit somewhere here.
